Assay outcomes: PubChem BioAssay, National Center for Advancing Translational Sciences (NCATS)
D3 ag – qHTS of D3 Dopamine Receptor Agonist: qHTS; max activation, %; D(3) dopamine receptor (Homo sapiens), P35462; AID 652048, 2013; D3R DiscoveRx beta-arrestin cells, luminescence, 90 min; hit rate 0.58% among 410,000; in the data active = max activation above about 30%; also: 0% is about no effect; mostly tested at two doses, the higher about 12 µM
Target sequence (P35462 whole entry, looked up): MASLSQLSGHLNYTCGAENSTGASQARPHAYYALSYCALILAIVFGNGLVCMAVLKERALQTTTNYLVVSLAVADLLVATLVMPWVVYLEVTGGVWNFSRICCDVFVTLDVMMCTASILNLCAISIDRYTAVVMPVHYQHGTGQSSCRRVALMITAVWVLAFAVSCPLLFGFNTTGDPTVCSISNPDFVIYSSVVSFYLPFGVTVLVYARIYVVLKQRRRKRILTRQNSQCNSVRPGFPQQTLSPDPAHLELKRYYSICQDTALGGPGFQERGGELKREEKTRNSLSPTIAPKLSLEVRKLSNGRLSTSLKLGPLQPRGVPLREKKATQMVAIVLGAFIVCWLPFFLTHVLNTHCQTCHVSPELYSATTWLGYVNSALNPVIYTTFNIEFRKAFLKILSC
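Agonist-mode cell screen: cells plated at 1500/well and incubated overnight at 37 °C, then exposed to library compounds for 90 min at 37 °C. Detection reagent was added for 30–60 min at room temperature, and luminescence was read.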
Starred values were filed as active, the others as inactive; & = joins results of further samples. Only part of the results is shown (hit frequency here may not be typical).

SMILES	D3 ag
CCN(CC)CCCNC(=O)c1ccc2c(c1)NC(=O)C(CS(=O)(=O)Cc1cccc(Br)c1)N2 (stereo not given)	-23
COc1ccc(NC(=O)CSc2nc3c(oc4ccccc43)c(=O)n2Cc2ccco2)cc1Cl	8
CC(C)Cn1c(=O)c2sccc2n2c(CCCC(=O)NCc3ccccc3Cl)nnc12	2
O=C(/C=C\c1ccc2c(c1)OCO2)NC1CC(=O)N(c2cccc(F)c2)C1 (stereo not given)	8
Cc1ccc(-c2nc3c4ccccc4n(Cc4cccc(Cl)c4)c(=O)n3n2)cc1	-3
CCOc1ccc(C(=O)NCc2nnnn2-c2ccc(C)c(C)c2)cc1OCC	-6
CCCSc1ncc(Cl)c(C(=O)N2CCN(c3ccc(OC)cc3)CC2)n1	-7
CCOc1cccc2sc(NC(=O)c3ccc(S(=O)(=O)N4CCCCC4C)cc3)nc12 (stereo not given)	-11
Cc1cc(C)cc(OCC(=O)Nc2ccc(-c3nc4ncccc4o3)cc2C)c1	-4
Cc1cccc(N2CCN(S(=O)(=O)c3cc(C(=O)Nc4ccccc4Cl)ccc3F)CC2)c1C	0
COc1ccc(CCNC(=O)c2ccc3c(c2)N(Cc2ccc(F)cc2)C(=O)CS3)cc1OC	-19
Cc1ccc(CNC(=O)C2CCN(C(=O)c3cnn(-c4ccccc4)c3-n3cccc3)CC2)cc1	1
COc1cc(-c2cc(OC)c3c(C)oc(C)c3c(=O)c2)ccc1OC(=O)c1ccc(C)cc1	3
COc1ccc(C2C(=O)N(C3CCC(C)CC3)CC(=O)N2CCC2=CCCCC2)cc1OC (stereo not given)	0
COc1ccc(CCC(=O)NCc2nc3cccnc3n2Cc2ccc(OC)cc2)cc1	-9
CCCS(=O)(=O)c1nc(S(=O)(=O)c2ccc(C)cc2)c(NCc2ccccc2Cl)s1	-12
Cc1ccc(C)c(N2CCN(c3cc(C)nc4c(-c5ccc(Cl)cc5)c(C)nn34)CC2)c1	5
CCC(C(=O)Nc1cc(-c2cn3cccnc3n2)ccc1C)c1ccccc1 (stereo not given)	5
CCOc1cc(C(Nc2cc(C)ccn2)c2ccc3cccnc3c2O)ccc1OC (stereo not given)	7
CCN1CCN(c2cc(C)c3cc(NC(=O)/C=C/c4ccc(C)cc4)ccc3n2)CC1	-13
CCOc1cc(-c2ccc(OC(=O)c3ccccc3F)cc2)cc(=O)c2c(C)oc(C)c12	-11
Cc1ccc(NC(=O)CSc2nncn3c2cc2sccc23)cc1F	-18
Cc1c(C(=O)NCc2ccccc2Cl)sc2nc(-c3ccc(F)cc3)cn12	-1
O=C(Cn1c(=O)c(CNc2ccccc2)cc2cc3c(cc21)OCCO3)Nc1ccccc1Cl	7
COc1ccc(/C=C/C(=O)Nc2nc(-c3cccs3)ns2)cc1OC	36*
O=C(NCc1cccs1)c1nn(-c2ccccc2)nc1CO	12
Cc1nn(CC(=O)NCc2ccc(OC(C)C)cc2)c(=O)c2c(C)n(-c3ccc(Cl)cc3)nc12	13
COC(=O)c1ccc2c(=O)n3nc(Nc4cc(OC)ccc4OC)sc3nc2c1	10
COc1ccc(NS(=O)(=O)c2cc3[nH]c(=O)c(=O)[nH]c3cc2C)cc1OC	11
Cc1cn2c(=O)cc(COC(=O)c3ccc(NC(=O)COc4ccccc4F)cc3)nc2s1	2
CC(C)c1ccc(NC(=O)c2ccc(F)c(S(=O)(=O)N3CCc4ccccc43)c2)cc1	10
CC(C)CCn1c(=O)c2sccc2n2c(CCCC(=O)Nc3ccc(F)c(Cl)c3)nnc12	-17
CCc1cccc2sc(N3CCN(C(=O)C4CC4)CC3)nc12	-13
CC(C)NC(=O)CCn1c(SCc2c(F)cccc2Cl)nc2c(sc3ccccc32)c1=O	-20
Fc1ccc(Nc2ncnc3c2nc2n3CCCC2)cc1	0
Cc1ccc(N(CC(C)C)S(=O)(=O)c2nnc(NC(=O)c3cccs3)s2)cc1	-27
COc1cccc(NC(=O)c2sc3nc(C)c(C(=O)Nc4ccc(C)cc4C)c(-c4ccccc4Cl)c3c2N)c1	-17
CCOC(=O)c1c(NC(=O)/C(C#N)=C/c2ccc(OC)cc2)sc2c1CCC2	-1
Cc1ccc(C(=O)Nc2ccc3nc(SCC(=O)N4CCCc5ccccc54)sc3c2)cc1	-10
Cc1ccc(N2CCn3c2nc2c3c(=O)n(CCCc3ccccc3)c(=O)n2C)cc1C	-1
COc1ccc(N2CCN(CCCNC(=O)c3ccc4nc(CCc5ccccc5)oc4c3)CC2)cc1	0
CCC(C)NC(=O)CSc1nc2cc3c(cc2c(=O)n1CCCCCC(=O)NCc1ccc2c(c1)OCO2)OCO3 (stereo not given)	12
CCCCc1nn2c(=O)cc(COC(=O)c3ccc(NC(=O)c4cccs4)cc3)nc2s1	-4
COc1ccc(-c2nn3c(-c4ccc(C)cc4)nnc3c3ccccc23)cc1	2
CCCCOCc1cc(CN2CCN(c3cccc(Cl)c3)CC2)c(O)c2ncccc12	-12
CC(C)c1ccc(Nc2ncnc3c2c(-c2ccccc2)cn3-c2ccccc2)cc1	-5
Cc1ccccc1NC(=O)CCn1cnc2onc(-c3ccc(F)cc3)c2c1=O	-15
COc1cc(NC(=O)CN2CCN(CC(=O)Nc3ccc(F)cc3)CC2)cc(OC)c1	12
COc1ccc(CCNC(=O)C(=O)NCC(c2ccco2)S(=O)(=O)c2ccccc2)cc1 (stereo not given)	-5
O=C(NCC(c1ccccc1)c1ccccc1)c1nn(-c2ccccc2Cl)nc1CO	3
COC(=O)c1ccc(NC(=O)c2cc(S(=O)(=O)N3CCOCC3)cn2C)cc1	4
Cc1c(C(=O)N(C)c2ccccc2)sc2nc(-c3ccc(F)cc3)cn12	8
O=C(COc1ccccc1)N(Cc1cccnc1)c1nc2ccc(Cl)cc2s1	-8
Nc1nonc1-c1nc2ccccc2n1Cc1ccc(Br)cc1	8
CCc1c(C)c2ccc(O)c(CN3CCN(c4ccccc4)CC3)c2oc1=O	-19
CCOC(=O)C(C)NC(=O)C1CCN(c2ncnc3c2nc2n3CCCCC2)CC1 (stereo not given)	-4
O=C(NCCc1ccccc1)C1CCN(c2ncnc3c2nc2n3CCCCC2)CC1	-1
CCOC(=O)c1ccc(CN(Cc2ccc(C)cc2)S(=O)(=O)c2ccc(NC(C)=O)cc2)cc1	8
COc1cccc(NC(=O)C2CCN(c3nnc(-n4c(C)ccc4C)s3)CC2)c1	0
Cc1cccc(NC(=O)c2ccc(CN3CC(=O)N4CCCCC4C3=O)cc2)c1C (stereo not given)	-5

(further entries)
SMILES	D3 ag
CCCCNC(=O)CSc1nc2cc3c(cc2c(=O)n1CCCCCC(=O)NCCc1ccc(OC)c(OC)c1)OCO3	10
CCCCOc1ccc(C(=O)Nc2cc(-c3cn4cccnc4n3)ccc2OC)cc1	0
CCCCn1c(SCC(=O)NCCCOC)nc2c(sc3ccccc32)c1=O	8
COc1cc([C@@H]2c3cc4c(cc3C(O[C@@H]3O[C@@H]5CO[C@@H](C)O[C@H]5[C@H](O)[C@H]3O)C3COC(=O)[C@@H]32)OCO4)cc(OC)c1OP(=O)(O)O (stereo not given in full)	-6&-8
CCCSc1nc2c([nH]c3ccccc32)c(=O)n1C	6
COc1cc(NC(=O)Cn2c(=O)n(C(C)C)c(=O)c3oc4ccccc4c32)cc(OC)c1	12
CC(C)Oc1ccc(C(=O)Nc2nonc2-c2ccc(OC(C)C)cc2)cc1	-12
CCOC(=O)c1cccc(NC(=O)CC(c2ccc(F)cc2)N2Cc3ccccc3C2=O)c1 (stereo not given)	-18
CCc1c(C)nc(SCc2nc(-c3ccccc3C)no2)[nH]c1=O	4
Cc1cccn2c(=O)c3cc(C(=O)NC(C)C)n(C)c3nc12	9
CCOc1ccc(C(=O)Nc2cc(-c3cn4cccnc4n3)ccc2C)cc1OCC	-1
NC(=O)c1cc[n+](CC2=C(C(=O)[O-])N3C(=O)[C@@H](NC(=O)Cc4cccs4)[C@H]3SC2)cc1	7
Cc1ccc(CCNC(=O)CCCn2c(=O)c3ccccc3n(Cc3ccccc3C)c2=O)cc1	2
O=C(Nc1ccc2nc(SCC(=O)N3CCCC3)sc2c1)c1ccc(Br)cc1	-15
CCC(Cn1nnc2ccccc2c1=O)NC(=O)Nc1ccc(C)cc1C (stereo not given)	3
Cc1ccc(-c2noc(CCC(=O)N(C)c3ccccc3F)n2)cc1	-2
O=C(NC1CCCCC1)c1ccc(Cn2c(SCc3cccc(F)c3)nc3cccnc32)cc1	-11
O=C(Nc1cc(F)ccc1F)N1CCC(CN2CCCC2)CC1	3
CCCSc1ncc(Cl)c(C(=O)Nc2ccc(S(=O)(=O)N(C)c3ccccc3)cc2)n1	0
Cc1ccc(Cl)cc1NC(=O)Cn1c(=O)n(CCC(=O)NCc2ccc3c(c2)OCO3)c(=O)c2sccc21	4
Cc1nc(CC(=O)Nc2cccc(C)c2C)cs1	3
Cc1ccc(C(=O)Nc2cc3cc(Cl)ccc3oc2=O)cc1	6
COc1ccc(N2CCN(S(=O)(=O)CCNC(=O)c3c(F)cccc3Cl)CC2)cc1	5
Cc1ccc(CNC(=O)C(C(C)C)N2Cc3ccccc3C2=O)cc1 (stereo not given)	-8
CCOc1ccc(C2=C(C(=O)CC)Sc3nncn3N2C(=O)CC)cc1	0
Cc1nc2nc(SCC(=O)NCc3ccccc3)nn2c(C)c1Cc1ccccc1	4
Cc1ccc2sc(NC(=O)c3ccc4c(c3)OCCO4)nc2c1C	6
COc1ccc(-n2c(=O)c3c4c(sc3n3c(SC(C)C)nnc23)COC(C(C)C)C4)cc1 (stereo not given)	5
C[C@@H](O)[C@H]1C(=O)N2C(C(=O)O)=C([C@H]3CCCO3)S[C@H]12	-2
CCCS(=O)(=O)c1nc(S(=O)(=O)c2ccc(C)cc2)c(NCc2ccccc2)s1	-13
CNC(=O)c1c[nH]c2ccc(S(=O)(=O)Nc3cccc(Cl)c3C)cc2c1=O	0
CCC1CCCCN1C(=O)c1ccc2c(c1)N(Cc1cccc(Cl)c1)C(=O)c1ccccc1S2(=O)=O (stereo not given)	-8
CN(C)CCCNc1oc(/C=C/c2ccc(F)cc2)nc1C#N	-5
Cc1nn2c(=O)cc(COC(=O)c3cccc(NC(=O)COc4ccccc4C)c3)nc2s1	21
CCN(CC)C(=O)CSc1nc2cc3c(cc2c(=O)n1CCCCCC(=O)NCCc1ccc(OC)c(OC)c1)OCO3	2
Cc1ccc(CNC(=O)Cn2ccn(-c3cccc(Cl)c3)c(=O)c2=O)cc1	5
CC1CCc2c(cc(-c3ccccc3)n2-c2ccc(C(=O)NC(C)C)cc2)C1 (stereo not given)	-14
CCOC(=O)c1c(NC(=O)/C=C/c2ccc(C(C)C)cc2)sc2c1CCC2	-6
COc1ccc(-c2cn3c(n2)sc2cc(C(=O)Nc4cc(Cl)ccc4C)ccc23)cc1	1
O=C(Nc1cccc(C(=O)OCc2cc(=O)n3nc(C4CC4)sc3n2)c1)c1ccc(F)cc1	8
Cc1ccccc1NC(=O)c1ccc(CNS(=O)(=O)c2ccc3c(c2)C(C)(C)C(=O)N3C)cc1	5
COc1ccc(NC(=O)/C=C\C(=O)N(c2ccc(C(C)C)cc2)C(C(=O)NCc2ccco2)c2ccc(C)cc2)cc1 (stereo not given)	6
CCN(CCCNC(=O)CN1N=C(c2ccccc2)CCC1=O)c1cccc(C)c1	41*
O=C(NC1CC(=O)N(c2ccccc2)C1)C(c1ccccc1)c1ccccc1 (stereo not given)	-3
COc1ccc(/C=C/c2nc(C#N)c(N3CCN(c4ccccc4)CC3)o2)cc1OC	-1

Among those listed so far, these contain two or more sulfur atoms:
SMILES	D3 ag
CCOc1cccc2sc(NC(=O)c3ccc(S(=O)(=O)N4CCCCC4C)cc3)nc12 (stereo not given)	-11
CCCS(=O)(=O)c1nc(S(=O)(=O)c2ccc(C)cc2)c(NCc2ccccc2Cl)s1	-12
Cc1ccc(NC(=O)CSc2nncn3c2cc2sccc23)cc1F	-18
COc1ccc(/C=C/C(=O)Nc2nc(-c3cccs3)ns2)cc1OC	36*
CC(C)NC(=O)CCn1c(SCc2c(F)cccc2Cl)nc2c(sc3ccccc32)c1=O	-20
Cc1ccc(N(CC(C)C)S(=O)(=O)c2nnc(NC(=O)c3cccs3)s2)cc1	-27
Cc1ccc(C(=O)Nc2ccc3nc(SCC(=O)N4CCCc5ccccc54)sc3c2)cc1	-10
CCCCc1nn2c(=O)cc(COC(=O)c3ccc(NC(=O)c4cccs4)cc3)nc2s1	-4
CCCCn1c(SCC(=O)NCCCOC)nc2c(sc3ccccc32)c1=O	8
NC(=O)c1cc[n+](CC2=C(C(=O)[O-])N3C(=O)[C@@H](NC(=O)Cc4cccs4)[C@H]3SC2)cc1	7
O=C(Nc1ccc2nc(SCC(=O)N3CCCC3)sc2c1)c1ccc(Br)cc1	-15
CCCSc1ncc(Cl)c(C(=O)Nc2ccc(S(=O)(=O)N(C)c3ccccc3)cc2)n1	0
COc1ccc(-n2c(=O)c3c4c(sc3n3c(SC(C)C)nnc23)COC(C(C)C)C4)cc1 (stereo not given)	5
CCCS(=O)(=O)c1nc(S(=O)(=O)c2ccc(C)cc2)c(NCc2ccccc2)s1	-13

Additional compounds follow:
SMILES	D3 ag
CCN(CC)CCOC(=O)c1ccc(NC(=O)c2nn(C)c3c2COc2ccccc2-3)cc1	-9
CCCCn1c(=O)c2oc3ccccc3c2n(Cc2ccc(OC)cc2)c1=O	-15
COc1ccc(CCNc2ncnc3c2c(-c2ccccc2)cn3-c2cccc(Cl)c2)cc1OC	11
COc1ccc(OC)c(CCNC(=O)CCCn2c(=O)c3cccn3c3ccc(F)cc32)c1	4
